CF NFkB block: inhibitors of cystic fibrosis induced NF-kB; KKLEB NF-kB-GFP reporter, PAF-induced, GFP fluorescence overnight; inhibition, % at 5 µM; 0.86% of 360,000 active;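 active = at least 50% inhibition at 5 µM, scaled per plate between neutral and stimulator controls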;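 also: PAF is a Pseudomonas aeruginosa culture filtrate used as stimulus; plate controls were PAF-stimulated DMSO wells for no effect and unstimulated DMSO wells for full effect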
NR2E3 ag-1: agonists of human nuclear receptor NR2E3 | 0.12% of 320,000 active | AID 2300 | GST-NR2E3/biotin-RetCOR TR-FRET, 1536-well | inhibition of corepressor binding, % at 4.78 µM | Q9Y5X4;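 active = percent inhibition above the cutoff of mean plus 3 SD of all tested compounds, set per screening campaign, cut at about 20% in these data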;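 also: 0% = DMSO wells and 100% = biotin wells as full block of FRET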
Target sequence (Q9Y5X4 whole entry, looked up): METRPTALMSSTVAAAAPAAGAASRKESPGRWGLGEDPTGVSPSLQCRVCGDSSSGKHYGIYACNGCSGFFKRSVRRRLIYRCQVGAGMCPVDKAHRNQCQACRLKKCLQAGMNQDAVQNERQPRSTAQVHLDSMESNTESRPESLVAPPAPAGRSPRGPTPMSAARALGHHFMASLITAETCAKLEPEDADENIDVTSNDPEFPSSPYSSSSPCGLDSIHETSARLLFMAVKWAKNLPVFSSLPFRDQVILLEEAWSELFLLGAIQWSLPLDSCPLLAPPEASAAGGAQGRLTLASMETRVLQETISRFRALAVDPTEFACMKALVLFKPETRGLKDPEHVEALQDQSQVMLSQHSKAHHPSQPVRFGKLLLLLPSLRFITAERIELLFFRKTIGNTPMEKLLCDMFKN
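Assay system: NR2E3–RetCOR corepressor complex. Quantity: 1.35 nM GST-NR2E3. Buffer or medium: pH 7.5 Tris-based buffer. Reagent: biotinylated RetCOR corepressor at 7 nM final. Schedule: 5 h at 4 °C. Detection: TR-FRET, emission read at 617 and 671 nm. Replicates: one well per compound, singlicate testing.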
HIF-2a block: blocks HIF-2a reporter activity | 786-0 RCC cells HIF-2a reporter, luciferase luminescence, overnight | inhibition, % at 18.8 µM | 0.72% of 360,000 active | AID 624352;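 active = inhibition of the luminescence signal of 40% or more relative to plate controls, in a single-dose primary screen at 18.75 µM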
TROY signal inh: blocks TROY-dependent signaling in reporter cells. inhibition, % at 10 µM. Q293 LMP1-TROYcd NF-kB luciferase reporter, 4 h. AID 1347056. 0.98% of 360,000 active;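 active = compounds whose plate-normalised and pattern-corrected inhibition of the luciferase reporter signal at the single screening dose is 50% or more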
Peg3 promoter: reduces Peg3 promoter-driven luciferase expression in HeLa. HeLa PEG-Prom luciferase reporter, luminescence, overnight. inhibition, % at 20 µM. 1.7% of 360,000 active;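 active = inhibition of at least 50% at 20 µM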
KKLEB cytotox: counter-screen for CF NF-kB inhibitors: cytotoxicity. KKLEB CF airway cells viability, ATPlite luminescence, overnight; active compounds read low; cells stimulated with P. aeruginosa culture filtrate. activity change (cytotoxicity), % at 5 µM. 0.36% of 360,000 active. AID 602141;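 active = corrected activity change at or below -50% at 5 µM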
NR2E3 ag-2: activates human NR2E3 receptor; Q9Y5X4; CHO-S Gal4-NCOR/VP16-NR2E3 two-hybrid, luciferase; inhibition of corepressor binding, % at 3.98 µM; 0.35% of 360,000 active; AID 602229;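 active = inhibition above the mean of all tested compounds plus 3 SD, cut at about 70% in these data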;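 also: 0% = DMSO with NR2E3 transfected cells and 100% = cells lacking NR2E3 construct; higher means lower luciferase signal from less NR2E3 corepressor binding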
TWEAK Fn14 block: blocks TWEAK-Fn14 interaction in a reporter cell assay | TWEAK-stimulated Fn14 reporter cells, luciferase luminescence, 8 h | inhibition, % at 10 µM | 2% of 360,000 active | AID 1159606; in the data active = inhibition above about 50%
C8 TRAIL sens: sensitizes caspase-8 expressing cells to TRAIL. 1% of 360,000 active. inhibition (viability loss, TRAIL sensitization), % at 10 µM. NB7+C8 cells + TRAIL, ATPlite viability luminescence. AID 624354;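 active = compounds causing at least 50% loss of cell viability in the single-dose screen, relative to plate controls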
Shn3 3UTR inh: Schnurri-3 reporter inhibition in Clone20 osteoblasts; Clone20 osteoblast Shn3 3'UTR firefly luciferase, 24 h; inhibition, % at 12.5 µM; 0.52% of 360,000 active; AID 588674;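 active = mean inhibition of at least 75% with every replicate also reaching 75%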;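 also: 0% = median of neutral control wells and 100% = pilot-screen positive control compound; some compounds past the cut are filed as inactive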
MITF TRPM1 inh: inhibitors of MITF-driven TRPM1 promoter in melanoma cells | SK-MEL-5 TRPM1 promoter luciferase, 24 h | inhibition, % at 12.5 µM | 0.83% of 330,000 active | AID 488899;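 active = mean inhibition across replicates of 60% or more, whatever share of single replicates reaches that level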; also: values of inactives mirror those of a sister screen read the other way
* = called active by the depositor; · = not tested or not shown. Some of the compounds tested (hit frequency here may not be typical).

SMILES	CF NFkB block	NR2E3 ag-1	HIF-2a block	TROY signal inh	Peg3 promoter	KKLEB cytotox	NR2E3 ag-2	TWEAK Fn14 block	C8 TRAIL sens	Shn3 3UTR inh	MITF TRPM1 inh
CCOC(=O)c1cnc2ccc(C)cc2c1Sc1ccccc1C(=O)OC	29	1	26	-11	38	-17	10	21	1	-20	17
CN(CCC#N)c1ccc(C=C(C#N)c2ccc(Br)cc2)cc1	-24	·	-264	-43	-238	2	-48	-36	6	-32	·
O=C(COC(=O)c1ccc(S(=O)(=O)N2CCOCC2)cc1)Nc1nc(-c2ccccc2)cs1	4	-5	-108	·	-104	8	-11	17	2	-9	-41
CCOc1ccc(N(CC(=O)Nc2ccccc2C)S(=O)(=O)c2c(C)noc2C)cc1	16	0	12	19	6	-12	-16	23	4	29	18
C=CCSc1n[nH]c2nc3c(c(=O)n12)C1(CCCC1)Cc1ccccc1-3	-7	2	18	3	-1	-3	-6	-8	18	-10	8
CCOC(=O)N1CCN(S(=O)(=O)c2c(C(=O)N3CCCCC3)c(C)n(C)c2C)CC1	-10	4	8	-25	21	11	28	-3	4	-4	4
O=C(CN(Cc1ccc(F)cc1)C(=O)CNS(=O)(=O)c1ccc(Cl)cc1)NCC1CCCO1 (stereo unspecified)	-8	-2	8	5	11	-1	-7	11	-5	5	-5
O=C(Nc1ccc2c(c1)OCO2)c1ccc(N2C(=O)c3ccccc3C2=O)cc1	15	-3	-11	-34	-4	-2	-28	-8	-4	-5	-9
O=C(NCc1ccncc1)C(=O)NCC1OCCCN1S(=O)(=O)c1ccccc1 (stereo unspecified)	-3	0	18	-1	-4	3	-22	11	6	-2	-3
Cc1nonc1NC(=O)CSc1nnc(-c2ccoc2C)n1C	0	-2	6	3	-4	4	-16	11	0	6	-1
Cn1nnnc1NCc1ccc(Cl)cc1	-12	5	20	8	3	4	-12	-17	-3	-14	3
S=C(Nc1ccc(Cl)cc1Cl)N1CCN(c2ccccn2)CC1	16	5	5	-8	14	-8	-15	28	-13	31	8
CCOC(=O)C1(CCc2ccccc2)CCN(Cc2ccc(C(=O)OC)cc2)CC1	9	3	0	-9	15	-7	3	-3	-1	12	9
Cc1ccc(C2C3=C(CC(C)(C)CC3=O)Nc3n[nH]c(C)c32)cc1 (stereo unspecified)	8	3	7	8	18	-8	1	-4	7	4	-6
O=C(CCC(=O)OCc1ccc(Br)cc1)Nc1ccccc1	13	-2	20	-2	-10	-7	3	2	-4	7	-2
COC(=O)c1c(NC(=O)C2SC(=NC3CCCCC3)C(C(N)=O)=C2N)sc2c1CCCC2 (stereo unspecified)	-20	0	10	22	-12	17	-18	10	-12	9	-5
C=CCc1c(C)nc2c(-c3ccccc3)cnn2c1N1CCOCC1	15	·	-356	32	-394	-7	-164	0	32	-45	-85
NC(=O)C(=O)N/N=C/c1cccc(C(F)(F)F)c1	-5	2	12	13	0	11	1	6	-8	2	13
COc1ccc(S(=O)(=O)N2CCCCC2)cc1NC(=O)c1ccccc1	-21	0	21	-11	5	1	13	9	-1	6	1
CC(C)(C)c1ccc(C(=O)Cn2nc(C(=O)O)c3ccccc3c2=O)cc1	1	2	-4	-8	29	-14	-17	16	9	20	-2

Single values from the list.
Result for CC(C)(C)c1ccc(C(=O)Cn2nc(C(=O)O)c3ccccc3c2=O)cc1 under NR2E3 ag-2: -17
Result for CCOC(=O)N1CCN(S(=O)(=O)c2c(C(=O)N3CCCCC3)c(C)n(C)c2C)CC1 under MITF TRPM1 inh: 4
Result for O=C(Nc1ccc2c(c1)OCO2)c1ccc(N2C(=O)c3ccccc3C2=O)cc1 under Peg3 promoter: -4
Result for CCOC(=O)C1(CCc2ccccc2)CCN(Cc2ccc(C(=O)OC)cc2)CC1 under MITF TRPM1 inh: 9
Result for CCOc1ccc(N(CC(=O)Nc2ccccc2C)S(=O)(=O)c2c(C)noc2C)cc1 under CF NFkB block: 16
Result for Cn1nnnc1NCc1ccc(Cl)cc1 under CF NFkB block: -12

(continued)
SMILES	CF NFkB block	NR2E3 ag-1	HIF-2a block	TROY signal inh	Peg3 promoter	KKLEB cytotox	NR2E3 ag-2	TWEAK Fn14 block	C8 TRAIL sens	Shn3 3UTR inh	MITF TRPM1 inh
CCn1cc(CN2CCC(n3nccc3NC(=O)Cc3ccccc3)CC2)cn1	-6	0	16	14	9	7	-10	1	-8	7	1
O=C(Cc1ccc([N+](=O)[O-])cc1)Oc1ccccc1	-14	·	0	-22	-6	12	1	0	-4	14	-1
COc1ccc(N=C2SC(C(=O)O)CC(=O)N2Cc2ccc(OC)c(OC)c2)cc1 (stereo unspecified)	12	0	17	-22	1	-2	-5	-12	-4	-1	-11
CCNc1nc(NC(C)CC)nc(ON=C(C)C)n1 (stereo unspecified)	7	1	15	10	10	-1	-15	2	-3	-7	10
CC1(C(=O)NS(=O)(=O)c2ccc(Cl)cc2)CCN1C(=O)COc1ccc(Cl)cc1 (stereo unspecified)	-9	·	-6	3	12	0	3	-3	-3	-3	·
COc1cc(NC(=O)C(=O)NCCN2CCNCC2)c(OC)cc1Cl	-4	2	16	-4	12	10	9	-56	-4	2	-8
Cc1nc2ccc(Cl)cn2c1C(=O)NN	-18	5	16	0	13	-2	-6	-9	-5	9	3
C=CCOC(=O)C1=C(C)NC(SCC(=O)Nc2ccccc2)=C(C#N)C1c1ccco1 (stereo unspecified)	8	1	17	15	5	0	-31	26	6	4	5
Cc1ccc(Cc2c(-c3ccc(F)cc3)nc3cc(C)ccn23)cc1	14	·	-322	9	-131	-10	-141	-9	2	-59	·
O=C(NCC(=O)N1CCCCCCC1)c1ccc(Cl)c(Cl)c1	10	·	-72	-25	-31	-8	-53	-11	-19	-48	·
C[C@@H]1ON(C)[C@H]2C[C@H]3c4[nH]c5ccccc5c4CCN3C(=O)[C@@H]12	-1	·	-8	9	-3	4	-32	0	37	-20	·
O=C(Cc1ccc(O)cc1)NC1CCCCCC1	-14	1	-190	-8	-239	7	-69	-16	11	-55	-80
COCCCNc1nc2nonc2nc1N1CCC(C(C)N2CCOCC2)CC1 (stereo unspecified)	-1	0	6	-23	-23	6	-12	-13	-2	9	4
CCOC(=O)c1c(NC(=O)CSc2nnc(-c3c[nH]c4ccccc34)n2C)sc2c1CCCC2	6	0	5	27	20	-22	-28	56*	-3	8	·
CN1CCN(Cc2c(C#N)c3ccccc3n2C)CC1	16	-1	8	-3	8	-2	-19	-7	-5	19	-10
CCOC(=O)c1cc2c(C)n(-c3ccc(OCC)cc3)c(C)c2ccc1=O	-9	-1	5	3	8	-5	-1	5	10	1	-18
COc1ccc(C2C(C(C)=O)=C(O)C(=O)N2c2ccc(Br)cn2)cc1 (stereo unspecified)	-6	3	-75	-7	-31	2	-40	-39	0	-7	-7
COc1ccc(S(=O)(=O)Nc2ccccc2C(=O)OC2CCCN(C)C2)cc1OC (stereo unspecified)	-3	4	-1	-5	25	8	-1	5	0	35	-4
O=C(COc1coc(CN2CCN(c3ccc(F)cc3)CC2)cc1=O)Nc1ccccc1	-19	-1	0	5	19	4	-7	7	12	-12	6
Cc1ccc2c(c1)N(C(=O)CCC(=O)NCc1ccccc1)CC(C)O2 (stereo unspecified)	1	-1	2	-5	-7	5	-8	1	-8	-19	7

Part of the list above, bar-delimited:
canonical_smiles | CF NFkB block | NR2E3 ag-1 | HIF-2a block | TROY signal inh | Peg3 promoter | KKLEB cytotox | NR2E3 ag-2 | TWEAK Fn14 block | C8 TRAIL sens | Shn3 3UTR inh | MITF TRPM1 inh
Cc1ccc2c(c1)N(C(=O)CCC(=O)NCc1ccccc1)CC(C)O2 (stereo unspecified) | 1 | -1 | 2 | -5 | -7 | 5 | -8 | 1 | -8 | -19 | 7
CCNc1nc(NC(C)CC)nc(ON=C(C)C)n1 (stereo unspecified) | 7 | 1 | 15 | 10 | 10 | -1 | -15 | 2 | -3 | -7 | 10

The listing continues:
SMILES	CF NFkB block	NR2E3 ag-1	HIF-2a block	TROY signal inh	Peg3 promoter	KKLEB cytotox	NR2E3 ag-2	TWEAK Fn14 block	C8 TRAIL sens	Shn3 3UTR inh	MITF TRPM1 inh
COC(=O)[C@@]12CCCN1[C@H](c1ccc(-c3ccccc3)cc1)[C@H]1C(=O)N(C)C(=O)[C@H]12	8	-1	-5	-4	7	-6	24	-2	-26	6	-3
COc1ccccc1Nc1nnc(SCC(=O)c2c(N)n(C3CC3)c(=O)[nH]c2=O)s1	-24	·	-2	6	16	10	-14	-16	11	19	-4
O=C(NCc1nnc(SCC(=O)N2CCCCCC2)o1)c1ccco1	-3	2	16	6	10	4	16	9	2	-1	5
CN=c1scc(-c2ccc(Cl)cc2)n1C	13	-2	-2	-1	-8	-4	-17	4	12	14	12
NC(=O)c1ccccc1NC(=O)Nc1cccc(Cl)c1Cl	23	3	-13	-21	16	-4	17	-4	-10	1	-11
COc1ccccc1NC(=O)COC(=O)Cn1cnc2c1c(=O)n(C)c(=O)n2C	9	·	11	12	-2	4	-3	12	-2	-6	1
N#CCCn1cc(C(=O)N2CCCCC2)c(-c2ccc([N+](=O)[O-])cc2)n1	0	4	10	0	5	-2	-7	-4	1	5	5
O=C(OCc1cccc(C(F)(F)F)c1)c1ccc[nH]c1=O	0	-1	9	-1	6	-16	-7	4	10	-2	-18
COc1cccc(C2=NN(C(=O)C3CC3)C(O)(C(F)(F)F)C2)c1 (stereo unspecified)	15	·	-3	7	12	-9	24	1	-13	12	·
